Giardia killer: kills Giardia lamblia. activity change, % at 7.66 µM, hits read low. 340,000 compounds, 0.15% hits. Giardia lamblia trophozoite viability; in the data active = activity change below about -80%; inconclusive = between about -30% and that limit;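 also: parasites exposed to compound for two days anaerobically before the ATP read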
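Compounds were tested on trophozoites seeded at 100 cells/well and held 48 hrs at 37 deg C anaerobically. An ATP-based luminescent kit measured the remaining live cells.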
USP2a block: blocks human ubiquitin-specific protease USP2a | USP2 core, Ub-CHOP2 coupled fluorogenic reporter, 485/531 | AID 463254 | Potency, µM (titrated, usually from 38.3 µM), for the others: top-dose activity change, negative = inhibition, most hits filed as inhibitors | O75604 | 330,000 compounds, 0.01% hits;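 also: potency is read from the fitted curve at half-maximal effect; plate controls were DMSO wells for no effect and full inhibition by NEM control for full effect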
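Deubiquitinase activity read as fluorescence (485/531 nm) after Ub-CHOP2 cleavage activates the enterokinase reporter on its substrate; USP2 core 10nM, Ub-CHOP2 and substrate 25nM each, 30min compound preincubation then 60min RT; data normalized to NEM, curves fitted.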
FBPA coupling cs: coupling enzyme interference in Giardia aldolase counter-screen; coupling enzyme system counterscreen, AmpLite Red fluorescence; activity change, negative = inhibition, % at 58.2 µM, hits read low; 290,000 compounds, 0.67% hits; AID 2472; in the data active = activity change below about -30%
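Coupling enzymes only (glyceraldehyde-3-phosphate) + compound, at 57.5 uM final, 10 min RT; add substrate/coupling/AmpLite Red mix, 20 min RT; fluorescence ex 525/em 598 nm. Actives flag coupling-system interference.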
PKM2 activator: PKM2 (human) enzyme activation. 260,000 compounds, 0.34% hits. purified PKM2, Kinase-Glo ATP luminescence, activation; response scale: 0% is enzyme alone, no compound. Potency, µM (top dose mostly 57.5 µM), without a hit: at the top dose activation, usual class: activators; also: potency is read from the fitted curve at half-maximal effect; nearly all actives have a fitted effect of over 55% in size
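ATP formation by purified human PK-M2, quantified via coupled luciferase luminescence after 1 h at room temperature with 0.1 mM ADP and 0.5 mM PEP final.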
GALK inhibitor: blocks human galactokinase activity | P51570 | Purified GALK, Kinase-Glo residual ATP luminescence | Potency, µM (highest dose often 57.5 µM), inactives show top-dose activity change, negative = inhibition, most hits filed as inhibitors | 270,000 compounds, 0.007% hits | AID 1868; also: potency is read from the fitted curve at half-maximal effect
Target sequence (P51570 whole entry, looked up): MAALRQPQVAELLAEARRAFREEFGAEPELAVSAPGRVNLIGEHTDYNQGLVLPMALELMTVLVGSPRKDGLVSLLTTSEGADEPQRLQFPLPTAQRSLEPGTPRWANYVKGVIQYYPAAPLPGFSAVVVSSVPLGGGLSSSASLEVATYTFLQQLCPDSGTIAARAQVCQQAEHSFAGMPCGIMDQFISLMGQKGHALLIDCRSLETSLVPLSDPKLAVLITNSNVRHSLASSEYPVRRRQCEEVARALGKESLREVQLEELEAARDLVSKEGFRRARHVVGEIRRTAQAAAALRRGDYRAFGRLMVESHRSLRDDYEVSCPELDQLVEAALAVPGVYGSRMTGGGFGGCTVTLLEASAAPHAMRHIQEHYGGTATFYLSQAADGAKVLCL
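Luminescence from leftover ATP (Ultra-Glo luciferase/luciferin) served as read-out after a 1 h room-temperature reaction of 5 nM GALK with 35 uM ATP and 100 uM galactose.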
hERG WT inh: KCNH2 (human, wildtype) channel inhibition; Q12809; U2OS, BacMam KCNH2, thallium flux FluxOr; active compounds read low; activity change, % at 1.84 µM; 340,000 compounds, 0.37% hits;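 active = maximum activity change below -70%; inconclusive = maximum activity change between -70% and -50%; inactive = maximum activity change above -50%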
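U2OS cells were transduced with wild-type KCNH2 virus (2.03 x 10^8 / mL) for 4 h at room temperature, then cultured overnight at 37 C. Thallium flux was read with FluxOr dye. Rate constants were normalized to DMSO controls.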
uPA generation: blocks generation of uPA at the cell surface | cell surface uPA generation assay, qHTS | Potency, µM (doses to about 38.3 µM), without a hit: at the top dose activity change, negative = inhibition, usual class: inhibitors | 330,000 compounds, 0.31% hits; active = well fitted inhibition curve with a large enough effect; inconclusive = small, poorly fitted or top-dose-only effect; inactive = no such curve, though single readings can be large or run the other way; tested in mouse RAW 264.7 cells; also: potency is read from the fitted curve at half-maximal effect; nearly all actives have a fitted effect of over 55% in size
B2AR arrestin: beta2AR (human) beta-arrestin recruitment activity. beta-arrestin recruitment to beta2AR, cell-based reporter. Potency, µM (doses to about 46.1 µM), for inactives: at the highest dose activation, actives largely listed as activators. 330,000 compounds, 0.02% hits;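 also: potency is read from the fitted curve at half-maximal effect; 0% = DMSO controls and full agonism = EC100 isoproterenol or metaproterenol; nearly all actives have a fitted effect of over 65% in size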
Eya2 inh: blocks the phosphatase activity of human Eya2; recombinant Eya2, OMFP fluorescence dephosphorylation (OMFP is methylfluorescein phosphate); Potency, µM (top dose mostly 76.9 µM), without a hit: top-dose activity, negative = inhibition, usual class: inhibitors; AID 488837; 330,000 compounds, 0.006% hits; O00167; also: potency is read from the fitted curve at half-maximal effect
Target sequence (O00167 whole entry, looked up): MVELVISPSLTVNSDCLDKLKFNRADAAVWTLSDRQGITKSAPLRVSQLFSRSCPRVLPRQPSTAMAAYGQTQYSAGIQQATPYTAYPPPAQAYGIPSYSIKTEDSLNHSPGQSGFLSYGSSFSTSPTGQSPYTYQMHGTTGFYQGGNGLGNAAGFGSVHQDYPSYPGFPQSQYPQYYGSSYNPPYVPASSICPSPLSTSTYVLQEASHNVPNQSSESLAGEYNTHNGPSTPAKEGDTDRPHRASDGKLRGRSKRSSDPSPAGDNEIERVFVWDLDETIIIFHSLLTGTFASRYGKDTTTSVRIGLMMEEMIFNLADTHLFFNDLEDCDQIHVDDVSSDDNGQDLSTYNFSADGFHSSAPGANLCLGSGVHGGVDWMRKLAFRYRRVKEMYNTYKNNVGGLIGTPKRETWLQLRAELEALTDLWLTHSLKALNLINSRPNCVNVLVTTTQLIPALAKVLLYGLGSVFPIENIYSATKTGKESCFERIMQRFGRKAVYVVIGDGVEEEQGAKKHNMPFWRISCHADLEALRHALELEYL
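Eya2 (0.2 uM) preincubated 10 min at ambient with compound, then OMFP substrate added at 50 uM; 10 min reaction in 50 mM HEPES pH 7.5, 50 mM NaCl, 5 uM MgCl2, 0.05% BSA, 1 mM DTT. Fluorescence read at Ex 485/Em 525 nm.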
Chronic BCR inh: blocks chronic active B-cell receptor signaling; Potency, µM (highest dose often 46.1 µM), inactives show at the highest dose ratio change, negative = lower green/red ratio, hits mostly inhibitors; 340,000 compounds, 0.05% hits; ABC-DLBCL IkBa-CBG/CBR reporter, luminescence ratio, 4 h; AID 493014; active = well fitted inhibition curve with a large enough effect in the signal ratio, with a control signal flat, not every such curve was filed as active; inconclusive = small, poorly fitted or top-dose-only effect, or effect the other way, or a change in a side signal; the % refers to the signal ratio;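 also: potency is read from the fitted curve at half-maximal effect; plate controls were basal doxycycline-induced cells for no effect and cells given 10 µM MG132 for full effect; MG132 reads +100%, hits lower the ratio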
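Compounds up to 46 uM were incubated four hours with TMD8 cells whose green CBG68 luciferase is fused to IkappaBalpha; red CBR luminescence normalised the signal, and concentration-effect curves were fitted to fusion, red and ratio data.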
KCNH2 3.1 block: KCNH2 3.1 (human) potassium channel inhibition; U2OS KCNH2 3.1, thallium flux FluxOr; active compounds read low; activity change, % (tested at about 1.8 µM); 340,000 compounds, 0.95% hits;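 active = maximum activity change below -70%; inconclusive = maximum activity change from -70% to -50%; inactive = maximum activity change above -50%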;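 also: thallium influx rate constant from kinetic fluorescence after stimulation buffer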
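Channel expression came from 3.1 mutant virus (1.77 x 10^8 /mL) applied to suspended U2OS cells for 4 h. Flux was tracked with FluxOr dye plus Red40 quencher, and kinetic rate constants normalized to controls.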
Starred values were filed as active, the others as inactive; i = inactive; ? = inconclusive; · = not tested or not shown. Unless noted, calls follow the shape of the dose curve; as a rule, active = well fitted curve in the direction sought with a large enough effect; inconclusive = small, poorly fitted or top-dose-only effect, or another doubt; inactive = no such curve, though single readings can be large; an effect the other way counts as inactive or inconclusive. Unless noted, % is scaled to controls: 0 for no effect and ±100 for the full control effect.

SMILES	Giardia killer	USP2a block	FBPA coupling cs	PKM2 activator	GALK inhibitor	hERG WT inh	uPA generation	B2AR arrestin	Eya2 inh	Chronic BCR inh	KCNH2 3.1 block
COc1ccc(C(C)=O)c(OC(=O)c2ccco2)c1	12	-1%	·	-1%	-3%	-3	3%	-0.4%	-1%	?	-5
CC1CCCCN1C(=S)Nc1ccc2nc3n(c(=O)c2c1)CCCCC3 (configuration not stated)	5	2%	0	2%	1%	0	-6%	-0.4%	-3%	6%	-1
Cn1c(=O)c2c([nH]c(=S)n2CCCc2ccccc2)n(C)c1=O	7	3%	0	-19%	0%	3	6%	-0.5%	0%	-12%	17
O=S(=O)(NCCc1ccccc1)c1ccc(-n2cnnn2)cc1	-6	1%	-3	·	-3%	7	2%	0.1%	11%	1%	-3
CCc1cc(C(=O)N2CCCC(C(=O)c3ccc(Oc4ccccc4)cc3)C2)n(C)n1 (configuration not stated)	-8	1%	2	·	-1%	7	2%	0.1%	-11%	-12%	-2
O=C(NCCC(=O)N1CCNC1=O)OCc1ccccc1	-8	0%	0	-9%	-2%	-10	-9%	0.1%	2%	?	8
Cc1nn(-c2ccccc2)c2nc(-c3cccs3)cc(C(=O)NN)c12	-5	-2%	0	1%	-1%	12	-21%	-0.2%	9%	6%	-8
NC(=O)CC(NC(=O)Cc1ccc(Cl)cc1)c1ccc(NCCCN2CCCC2=O)c([N+](=O)[O-])c1 (configuration not stated)	15	0%	2	10%	·	4	11%	0.3%	5%	-2%	9
O=C(COC(=O)c1cc(S(=O)(=O)N2CCOCC2)ccc1Cl)NCCc1ccccc1	4	1%	·	·	·	-2	-20%	-0.1%	6%	3%	-12
Cc1cc(OCC(=O)NCC(c2ccc(F)cc2)N2CCOCC2)ccc1Cl (configuration not stated)	-15	0%	·	·	·	-11	11%	0.0%	-14%	-5%	5
COc1ccc(-c2cnn(-c3ccccc3)c2N)cc1OC	-8	-1%	5	0%	5%	-6	-2%	-0.5%	5%	?	-3
CCOC(=O)C1=C(C)NC(=O)NC1c1ccc(Br)o1 (configuration not stated)	-23	0%	-15	-16%	0%	-3	4%	-1.9%	3%	-1%	-4
COc1ccc(CCNC(=O)COC(=O)c2ccc(C)s2)cc1OC	-12	1%	·	·	·	-2	-6%	0.0%	3%	0%	-18
CCCCCn1c(=S)[nH]c2cc(C(=O)N3CCN(C(=O)OCC)CC3)ccc2c1=O	-1	3%	1	·	3%	-10	4%	0.1%	8%	-4%	-15
Cc1cc(NC(=O)CSc2ncnc3sc(C)c(C)c23)no1	2	3%	0	-2%	-2%	-3	1%	-0.1%	0%	0%	-10
O=C(NCCC1=CCCCC1)C1CCC(CNc2nc(=S)[nH]c3ccccc23)CC1 (configuration not stated)	10	3%	-4	-2%	-2%	3	-3%	0.4%	-19%	-5%	-18
COc1ccc(CCC(C)NCc2ccccc2OC)cc1 (configuration not stated)	-4	2%	-2	-3%	-1%	0	-19%	-0.8%	-2%	2%	-15
COc1ccccc1OCC(=O)N1CCC2(CC1)CC(=O)c1ccccc1O2	6	0%	·	·	·	-3	-20%	-0.1%	-6%	-7%	-21
COc1ccc(OC)c2c1cc(C(=O)N[C@H](C(=O)N1CCC[C@H]1C(=O)O)C(C)C)n2C	4	0%	-21	1%	·	-2	-5%	-1.0%	12%	16%	2
Cc1cc(C(=O)N2CCCC(CNS(=O)(=O)c3cccs3)C2)nn1C (configuration not stated)	-5	-1%	2	-3%	4%	2	·	-0.5%	8%	0%	9
CCn1ncc(/C=N/NS(=O)(=O)c2ccc(Cl)cc2)c1C	-3	1%	-13	9%	2%	0	3%	-0.1%	-5%	0%	2
COc1cccc(OCc2nc3ccccc3c(=O)n2N)c1	26	0%	-1	-2%	-2%	2	-4%	-0.1%	3%	-15%	-4
CCOC(=O)N1CCC(NC(=O)c2ccc(CO)c(C(=O)NC3CCN(C(=O)OCC)CC3)c2)CC1	24	6%	-1	3%	-3%	-11	3%	-0.1%	13%	-7%	8
O=C(COC(=O)c1ccc(Br)o1)NC1CCCCC1	-1	2%	2	-1%	0%	-4	8%	-0.2%	7%	0%	1
CCCCn1nnnc1NCc1cc(OC)c(OC)cc1OC	-8	0%	0	8%	7%	-21	-1%	0.3%	15%	0%	2

Part of the list above, as labelled records.
SMILES: COc1ccccc1OCC(=O)N1CCC2(CC1)CC(=O)c1ccccc1O2
  Giardia killer: 6 | USP2a block: 0% | FBPA coupling cs: · | PKM2 activator: · | GALK inhibitor: · | hERG WT inh: -3 | uPA generation: -20% | B2AR arrestin: -0.1% | Eya2 inh: -6% | Chronic BCR inh: -7% | KCNH2 3.1 block: -21

SMILES: COc1ccc(OC)c2c1cc(C(=O)N[C@H](C(=O)N1CCC[C@H]1C(=O)O)C(C)C)n2C
  Giardia killer: 4 | USP2a block: 0% | FBPA coupling cs: -21 | PKM2 activator: 1% | GALK inhibitor: · | hERG WT inh: -2 | uPA generation: -5% | B2AR arrestin: -1.0% | Eya2 inh: 12% | Chronic BCR inh: 16% | KCNH2 3.1 block: 2

SMILES: Cc1cc(C(=O)N2CCCC(CNS(=O)(=O)c3cccs3)C2)nn1C (configuration not stated)
  Giardia killer: -5 | USP2a block: -1% | FBPA coupling cs: 2 | PKM2 activator: -3% | GALK inhibitor: 4% | hERG WT inh: 2 | uPA generation: · | B2AR arrestin: -0.5% | Eya2 inh: 8% | Chronic BCR inh: 0% | KCNH2 3.1 block: 9

Other structures follow.
SMILES	Giardia killer	USP2a block	FBPA coupling cs	PKM2 activator	GALK inhibitor	hERG WT inh	uPA generation	B2AR arrestin	Eya2 inh	Chronic BCR inh	KCNH2 3.1 block
Oc1c(Br)cc(Br)cc1CNc1nccs1	1	5%	-1	·	0%	-20	-3%	-1.1%	-22%	?	5
CCSC(=Nc1ccccc1)Nc1ccccc1	14	1%	1	-2%	-2%	i	0%	-0.3%	-19%	1%	11
O=C(NNC(=O)C1CC=CCC1)c1ccccc1O (configuration not stated)	16	1%	-1	-1%	0%	1	-3%	-0.1%	0%	?	-5
Cc1ccccc1C(=O)c1ccc2c(c1)n(C)c(=O)n2C	1	-1%	-3	6%	4%	-8	·	0.0%	26%	?	0
CCOc1cc(CNn2cnnc2)cc(Cl)c1OCC(=O)NC(C)(C)C	14	1%	-1	-3%	·	-6	0%	0.0%	-2%	?	10
O=C(NCC(=O)N1CC=C(c2ccccc2)CC1)c1ccc(OC(F)F)cc1	-19	10%	·	·	·	35	?	-0.4%	?	-1%	-80*
CS(=O)(=O)ON=C1CCN(S(=O)(=O)c2ccccc2)CC1	-8	1%	0	-5%	-2%	9	2%	0.0%	-1%	10%	15
Cc1cc(S(=O)(=O)NC2CC(C)(C)NC(C)(C)C2)c(Cl)cc1Cl	?	-1%	1	-2%	-4%	-2	-4%	-0.6%	-10%	-3%	-10
CC(=O)Cc1nsc(NC(=O)c2c(-c3ccccc3Cl)noc2C)n1	8	3%	1	-2%	-3%	3	9%	0.2%	-5%	5%	-1
COc1cccc(C(=O)Nc2ccc(NC(C)=O)cc2)c1	0	4%	0	-1%	1%	14	·	-0.3%	-11%	?	22
Cc1nn(-c2ccc(F)cc2)c(Cl)c1/C=C/C(=O)OCC(=O)Nc1ccc(F)cc1F	-2	2%	-2	2%	2%	-11	-2%	-0.6%	-1%	-4%	3
CC(C)c1ccc(NC2CCCN(C(=O)CCn3cnnn3)C2)cc1 (configuration not stated)	13	0%	·	-3%	3%	-4	4%	-0.2%	5%	-1%	-8
Cc1ccc(NC(=O)C2CCCN(S(=O)(=O)c3cccc4cccnc34)C2)cc1 (configuration not stated)	-22	1%	·	·	-5%	1	5%	0.2%	0%	1%	3
O=C(CN1C(=O)S/C(=C\c2ccc(F)cc2)C1=O)NC1C=CS(=O)(=O)C1 (configuration not stated)	-6	4%	·	·	6%	6	-13%	0.4%	3%	?	4
Cc1ccc(NC(=O)COc2cccnc2[N+](=O)[O-])cc1S(=O)(=O)N1CCCCC1	?	-1%	-2	-1%	-3%	1	1%	-0.7%	-3%	-9%	-6

Profiles, quoted from the list. Screens in order: Giardia killer	USP2a block	FBPA coupling cs	PKM2 activator	GALK inhibitor	hERG WT inh	uPA generation	B2AR arrestin	Eya2 inh	Chronic BCR inh	KCNH2 3.1 block
`CC(C)c1ccc(NC2CCCN(C(=O)CCn3cnnn3)C2)cc1` (configuration not stated) reads 13	0%	·	-3%	3%	-4	4%	-0.2%	5%	-1%	-8
`CCOc1cc(CNn2cnnc2)cc(Cl)c1OCC(=O)NC(C)(C)C` reads 14	1%	-1	-3%	·	-6	0%	0.0%	-2%	?	10
